Compound activity (PubChem)
V1aR counter = counter-screen for oxytocin receptor agonists: human V1a receptor agonists; CHO-V1R cells, Fluo-8 calcium fluorescence, agonist mode; 0% DMSO, 100% 3 nM vasopressin; P37288; 0.25% of 320,000 active; activation, % at 3 µM;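 active = activation above the mean activation of all tested compounds plus 3 SD, per screening run, cut at about 20% in these data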;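 also: signal is peak over basal fluorescence ratio across a 100 second FLIPR read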
GalR3 antagonist = antagonists of human GalR3 | AID 651719 | 0.44% of 360,000 active | HEK293 GalR3-CNG cAMP membrane potential fluorescence; galR3 body fused to GalR1 C-terminus | inhibition, % at 3 µM;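 active = inhibition above the screen-wide average plus 3 SD, cut at about 13% in these data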;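 also: forskolin and galanin both at EC90 stimulate the cells; cAMP rise reported by CNG channel membrane potential dye signal; 0% = forskolin plus galanin with DMSO and 100% = forskolin alone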
IMP-1 inh = blocks Pseudomonas aeruginosa IMP-1 metallo-beta-lactamase; purified IMP-1, nitrocefin hydrolysis, epi-absorbance fluorescence; inhibition, % at 5.6 µM; 0.45% of 290,000 active; AID 1556;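 active = inhibition above the mean plus 3 SD of all compounds in the same screening run, cut at about 4.5% in these data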;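 also: 0% = IMP-1 with DMSO and 100% = DMSO wells lacking enzyme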
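system = purified recombinant IMP-1 beta-lactamase | amount = 0.2 nM IMP-1, as dispensed | medium = HEPES buffer pH 7.1 with ZnSO4 and Brij 35 | times = 25 °C, 15 min preincubation, 25 min reaction | detection = plate fluorescence quenching by hydrolysis product, ex 480/em 530 nm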
VIM-2 inh = blocks Pseudomonas aeruginosa VIM-2 metallo-beta-lactamase | inhibition, % at 5.6 µM | AID 1527 | 0.89% of 290,000 active | purified VIM-2, nitrocefin hydrolysis, epi-absorbance fluorescence;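 active = inhibition above the mean of all tested compounds plus 3 SD, cutoff set per screening run, cut at about 7.5% in these data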;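 also: red hydrolysis product quenches plate fluorescence so inhibitors raise well fluorescence; 0% = enzyme with DMSO and 100% = DMSO without enzyme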
DNA FID counter = displaces DNA intercalator in HCV helicase counter-screen. AID 1845. DNA fluorescent intercalator displacement, fluorescence. 0.17% of 290,000 active. inhibition, % at 7.9 µM; in the data active = inhibition above about 37%;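 also: 0% = vehicle and 100% = reference compound; higher means more ethidium bromide displaced from hairpin DNA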
OXTR ag = agonists of human oxytocin receptor | AID 2435 | P30559 | 0.32% of 320,000 active | activation, % at 3 µM | CHO-OTR cells, Fluo-8 calcium fluorescence; normalized: DMSO 0%, oxytocin 100%;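 active = activation above the mean of all tested compounds plus 3 SD, cutoff set per screening run, cut at about 20% in these data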;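 also: peak over basal fluorescence ratio from a 100 s FLIPR kinetic read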
Target sequence (P30559 whole entry, looked up): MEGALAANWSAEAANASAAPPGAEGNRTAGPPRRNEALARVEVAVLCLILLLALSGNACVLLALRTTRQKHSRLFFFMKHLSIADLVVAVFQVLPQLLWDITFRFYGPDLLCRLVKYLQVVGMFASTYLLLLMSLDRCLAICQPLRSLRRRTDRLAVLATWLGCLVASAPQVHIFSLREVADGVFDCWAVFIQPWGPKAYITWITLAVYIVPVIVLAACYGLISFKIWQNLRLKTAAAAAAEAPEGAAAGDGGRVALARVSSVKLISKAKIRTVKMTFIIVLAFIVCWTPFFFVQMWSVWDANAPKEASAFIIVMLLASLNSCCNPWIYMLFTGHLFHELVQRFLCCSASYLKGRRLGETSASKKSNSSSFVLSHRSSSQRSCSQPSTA
PHOSPHO1 block = blocks human PHOSPHO1 phosphatase activity; inhibition, % at 13.3 µM; recombinant PHOSPHO1, absorbance phosphatase assay; Q8TCT1; AID 1565; 1.1% of 290,000 active; in the data active = inhibition above about 60%
Target sequence (Q8TCT1 whole entry, looked up): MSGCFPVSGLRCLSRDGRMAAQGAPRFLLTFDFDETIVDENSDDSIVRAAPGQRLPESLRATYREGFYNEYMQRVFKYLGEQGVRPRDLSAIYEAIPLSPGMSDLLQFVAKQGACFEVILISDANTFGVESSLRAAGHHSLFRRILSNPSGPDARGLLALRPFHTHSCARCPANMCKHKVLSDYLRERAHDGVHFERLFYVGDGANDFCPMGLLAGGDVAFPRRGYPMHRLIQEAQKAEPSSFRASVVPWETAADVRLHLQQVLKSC
GPR7 antag = human neuropeptides B/W receptor 1 antagonism | GPR7-expressing cells, fluorescence antagonist assay | P48145 | inhibition, % at 4.4 µM | 1.1% of 290,000 active; in the data active = inhibition above about 16%, passing the limit was not always enough;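 also: cells stimulated with the agonist NPW; 0% = agonist with vehicle and 100% = vehicle without agonist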
Target sequence (P48145 whole entry, looked up): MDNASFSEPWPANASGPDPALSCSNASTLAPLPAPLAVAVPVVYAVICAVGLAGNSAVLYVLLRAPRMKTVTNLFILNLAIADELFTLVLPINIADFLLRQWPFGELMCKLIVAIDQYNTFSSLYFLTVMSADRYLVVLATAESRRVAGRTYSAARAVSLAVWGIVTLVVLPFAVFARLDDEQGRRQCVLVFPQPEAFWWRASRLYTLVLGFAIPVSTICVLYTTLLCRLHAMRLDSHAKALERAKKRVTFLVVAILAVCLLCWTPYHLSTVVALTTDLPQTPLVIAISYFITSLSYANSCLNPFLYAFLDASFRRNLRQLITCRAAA
HCV NS3 hel inh = HCV NS3 helicase inhibition | NS3 helicase DNA unwinding, Cy5 molecular beacon fluorescence | 0.56% of 290,000 active | inhibition, % at 10.9 µM;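 active = inhibition above the mean of all tested compounds plus 3 SD, set per campaign, cut at about 35% in these data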;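 also: 0% = DMSO wells and 100% = thioflavine S control wells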
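System: Hepatitis C virus NS3 helicase domain fragment enzyme | Reagent: Annealed dual-labelled DNA beacon duplex, ATP-started | Compound dosing: 10.9 µM single point, 0.8% DMSO | Incubation: 1 h reaction at 25 °C, ATP-initiated | Technique: Cy5 fluorescence | Evaluation: Percent inhibition from t60/t0 fluorescence ratio | Benchmarks: Low DMSO, high thioflavine S at 110 µM | Replication: Singlicate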
* hit, by the source's call; nt = not tested or not shown. Compounds as they come; 4.3% or so of the library scored in one or more.

cpd	Molecule	V1aR counter	GalR3 antagonist	IMP-1 inh	VIM-2 inh	DNA FID counter	OXTR ag	PHOSPHO1 block	GPR7 antag	HCV NS3 hel inh
1	O=C(Nc1ccccc1-c1nnn(CC(=O)N2CCOCC2)n1)c1ccccc1F	0.5	0	-3.7	-1.9	-1	1.0	29	-4	-6
2	COc1ccccc1CNC(=O)CS(=O)(=O)Cc1ccccc1	-0.7	-1	-1.8	-4.5	-8	-0.4	28	-2	3
3	COc1ccc(S(=O)(=O)N(CCc2ccccc2)CC(=O)O)cc1C	0.1	nt	-3.8	-2.6	-37	-0.2	7	-7	2
4	O=C(O)CCC(=O)CCC(=O)c1ccc(Cl)cc1	-0.2	-2	-3.7	-3.0	-6	0.0	1	5	3
5	COc1cccc(-n2c(C)nnc2SCC(=O)Nc2ccccc2N2CCOCC2)c1	0.8	-5	-0.4	-4.4	-35	0.1	48	-7	10
6	CC(C)Cc1nn2c(=O)cc(COc3ccc(NC(=O)c4ccco4)cc3)nc2s1	6.0	8	-0.3	-0.1	-34	4.4	17	-3	1
7	O=C(O)CCNS(=O)(=O)c1ccc2c(c1)Cc1ccccc1-2	11	-1	-2.6	-2.2	-20	0.4	11	0	13
8	O=C(NCCc1ccccc1)C1CCC(CNc2nc(=S)[nH]c3ccccc23)CC1 (stereo unspecified)	-0.7	-1	-2.7	-0.7	-5	-1.2	13	-20	18
9	COC(=O)c1ccc(C(=O)OC)c(NC(=S)N2CCC(C(N)=O)CC2)c1	0.3	-3	-4.1	-2.6	-2	0.3	50	-11	6
10	CC(=O)c1cccc(NS(C)(=O)=O)c1	0.7	-4	-3.3	-2.5	-6	0.6	-2	-4	7
11	O=c1ccc(-c2ccc(S(=O)(=O)Nc3ccc(F)cc3)o2)n[nH]1	0.5	2	-0.9	-0.6	-5	0.3	15	-14	3
12	COc1ccc(-c2csc(C)n2)cc1Br	-1.6	-3	-2.5	-1.2	-6	-2.7	42	-13	5
13	COc1cccc(NC(=O)C2CCCN(S(=O)(=O)c3cccc4cccnc34)C2)c1 (stereo unspecified)	0.1	0	-0.9	-3.4	-20	-1.3	-3	-4	-6
14	CCCCNC(=O)CCCn1c(=O)[nH]c2ccc(Br)cc2c1=O	-0.7	-5	-2.0	-0.5	-1	-2.4	16	-1	13
15	CC1CCC(NC(=O)c2ccc(NC3=NC4CS(=O)(=O)CC4S3)cc2)CC1 (stereo unspecified)	0.3	0	-3.3	-2.0	-17	-0.7	53	-17	0

Compound profiles (already shown). Order of values: V1aR counter | GalR3 antagonist | IMP-1 inh | VIM-2 inh | DNA FID counter | OXTR ag | PHOSPHO1 block | GPR7 antag | HCV NS3 hel inh
Profile of `COc1ccccc1CNC(=O)CS(=O)(=O)Cc1ccccc1` = -0.7 | -1 | -1.8 | -4.5 | -8 | -0.4 | 28 | -2 | 3
Profile of `O=C(O)CCC(=O)CCC(=O)c1ccc(Cl)cc1` = -0.2 | -2 | -3.7 | -3.0 | -6 | 0.0 | 1 | 5 | 3
Profile of `O=C(O)CCNS(=O)(=O)c1ccc2c(c1)Cc1ccccc1-2` = 11 | -1 | -2.6 | -2.2 | -20 | 0.4 | 11 | 0 | 13
Profile of `CC1CCC(NC(=O)c2ccc(NC3=NC4CS(=O)(=O)CC4S3)cc2)CC1` (stereo unspecified) = 0.3 | 0 | -3.3 | -2.0 | -17 | -0.7 | 53 | -17 | 0

Later entries
cpd	Molecule	V1aR counter	GalR3 antagonist	IMP-1 inh	VIM-2 inh	DNA FID counter	OXTR ag	PHOSPHO1 block	GPR7 antag	HCV NS3 hel inh
16	CCOc1ccccc1-c1nnc(CS(=O)(=O)c2ccccc2)o1	0.5	-8	1.3	2.4	-33	1.1	32	19	17
17	Cc1cccc(C)c1NC(=O)C1c2cccc[n+]2CC(=O)N1Cc1cccs1 (stereo unspecified)	1.0	-2	-0.2	-2.1	-8	-0.2	-2	-11	-17
18	CCCC(=O)NCCc1ccc(S(N)(=O)=O)cc1	-0.2	-5	-0.5	-1.8	0	1.1	34	-10	-2
19	CCOC(=O)N1CCC(NC(=O)C2CCCN(S(=O)(=O)c3ccc4c(c3)oc(=O)n4C)C2)CC1 (stereo unspecified)	0.8	-3	0.7	-0.8	-1	-0.5	-1	-2	-3
20	COc1ccc(C2c3c4c(n(C)c3CCN2C)CCN(C)C4c2ccc(OC)cc2)cc1 (stereo unspecified)	-0.6	-4	-0.7	-0.3	12	-0.8	3	-1	-4
21	Cc1ccc(NC(=O)CCC(=O)NNS(=O)(=O)c2ccccc2)c(C)c1	-0.1	0	-1.8	-1.0	-6	-1.2	23	5	3
22	CC(C)(C)OC(=O)N1CCC(Cc2cc(-c3ccc(Cl)cc3)no2)(C(=O)O)CC1	0.5	-6	-3.3	0.9	-30	-0.4	31	-5	10
23	CC1=NN(C(=O)c2ccccc2-n2cccc2)C(O)(C(F)(F)F)C1 (stereo unspecified)	-0.3	-5	-1.4	-2.0	-17	-0.2	7	5	29
24	Nc1ccc2c(c1)nc(Cc1ccccc1)n2CCO	1.4	-5	0.1	-3.5	14	-0.6	8	-3	1
25	O=C(CN(C(=O)c1cc2c(s1)CCC2)C1CCCC1)NCc1cccs1	-1.8	-6	-1.9	-1.6	-25	-2.0	1	-5	-6
26	C#CCOCCOCCOCCNc1nc(N2CCN(C(=O)[C@H](CCC(=O)O)n3cc(C(N)CO)nn3)CC2)nc(N2CCN(C(=O)[C@H](CCC(=O)O)n3cc(C(N)[C@H](C)CC)nn3)CC2)n1 (stereo partly specified)	0.7	nt	-0.2	-0.5	-30	-0.3	35	9	-2
27	CC1CCCCN1C(=O)C1CCN(S(=O)(=O)c2ccc(-n3cnnn3)cc2)CC1 (stereo unspecified)	4.5	-9	-0.2	2.5	-22	4.0	28	-2	1
28	C/C(=N\NC(=O)c1cc(-c2cccnc2)nc2ccccc12)c1ccccc1O	0.7	-1	-2.9	-3.6	-9	-1.9	-19	-6	6
29	COc1ccc(CNCc2ccccc2C(F)(F)F)cc1	0.4	-1	-2.7	-2.8	1	-1.7	29	-14	-7
30	O=C(NCc1ccco1)c1ccc(N2CCOCC2)c([N+](=O)[O-])c1	1.9	2	-4.3	-2.7	-1	1.5	44	-11	4

Reprinted at random: 6 compounds from above, in no set order.
cpd	Molecule	V1aR counter	GalR3 antagonist	IMP-1 inh	VIM-2 inh	DNA FID counter	OXTR ag	PHOSPHO1 block	GPR7 antag	HCV NS3 hel inh
16	CCOc1ccccc1-c1nnc(CS(=O)(=O)c2ccccc2)o1	0.5	-8	1.3	2.4	-33	1.1	32	19	17
21	Cc1ccc(NC(=O)CCC(=O)NNS(=O)(=O)c2ccccc2)c(C)c1	-0.1	0	-1.8	-1.0	-6	-1.2	23	5	3
25	O=C(CN(C(=O)c1cc2c(s1)CCC2)C1CCCC1)NCc1cccs1	-1.8	-6	-1.9	-1.6	-25	-2.0	1	-5	-6
27	CC1CCCCN1C(=O)C1CCN(S(=O)(=O)c2ccc(-n3cnnn3)cc2)CC1 (stereo unspecified)	4.5	-9	-0.2	2.5	-22	4.0	28	-2	1
24	Nc1ccc2c(c1)nc(Cc1ccccc1)n2CCO	1.4	-5	0.1	-3.5	14	-0.6	8	-3	1
23	CC1=NN(C(=O)c2ccccc2-n2cccc2)C(O)(C(F)(F)F)C1 (stereo unspecified)	-0.3	-5	-1.4	-2.0	-17	-0.2	7	5	29

Next structures follow:
cpd	Molecule	V1aR counter	GalR3 antagonist	IMP-1 inh	VIM-2 inh	DNA FID counter	OXTR ag	PHOSPHO1 block	GPR7 antag	HCV NS3 hel inh
31	CCOCN(C(=O)Cn1c(COC)nc2ccccc21)c1c(C)cccc1CC	1.0	-2	-2.1	-2.2	-36	-0.7	8	-3	0
32	Cc1ccc2c(NC(=O)C3CC3)c(C)ccc2n1	nt	0	-3.4	-2.1	-13	nt	-12	-10	-1
33	Cc1cc(NS(=O)(=O)c2ccc(OCCNS(C)(=O)=O)cc2)no1	0.5	-1	-0.7	0.2	-5	0.3	-18	-6	-2
34	CC1=C/C(=N\OC(=O)/C=C/c2ccccc2)C(C)=CC1=O	0.4	3	-3.6	-1.4	0	0.1	18	-8	6
35	CCOC(=O)N1CCN(Cc2cn[nH]c2-c2cccc3ccccc23)CC1	0.8	0	-1.9	1.3	-5	0.3	19	-1	-8
36	CC1CCC(C(C)C)C(OP(=O)(c2ccc(N(C)C)cc2)C(O)c2cccnc2)C1 (stereo unspecified)	2.6	nt	-2.8	-4.3	-39	1.2	-15	-2	4
37	CN(C)CCCNc1c(C(=O)O)cnc2c1cnn2C	nt	nt	-1.9	-3.4	-2	nt	16	-15	-2
38	COC(=O)c1ccc(COc2cccc3c2CCN(Cc2ccccc2)C3=O)o1	2.1	-6	2.1	0.2	-28	0.5	-17	29*	-17
39	CC(C)Cn1c(N)c(C(=O)NCc2cccs2)c2nc3ccccc3nc21	0.1	1	-3.0	-4.6	-4	1.5	0	2	-2
40	CC(=O)N1CCN(C(=S)Nc2ccc(Oc3ccccc3)cc2)CC1	2.2	1	0.9	0.2	-17	-0.1	4	-5	-2
41	CC(C)(C)c1cc(NC(=O)COC(=O)c2ccc3c(=O)n4c(nc3c2)CCC4)n(-c2ccccc2)n1	-0.5	3	-1.8	0.7	-5	-2.5	-25	0	-11
42	O=C(CN(c1ccc(F)cc1)S(=O)(=O)c1ccccc1)NCCSC1CCCCC1	8.1	-3	-0.3	-0.4	-11	-2.0	-9	-1	-8
43	Cc1nn(CCOc2ccccc2)c(=O)n1-c1ccccc1	0.5	-2	-2.3	-1.1	-6	0.6	62*	-3	1
44	O=C(NC1CCCCCC1)c1cc(S(=O)(=O)N2CCOCC2)ccc1N1CCCCC1	-2.1	0	-1.8	-2.4	-30	-1.9	1	8	-1
